# RXFP1 antagonist: blocks the human relaxin receptor RXFP1; activity change, negative = inhibition, % at 57.5 µM; HEK293-RXFP1, relaxin-stimulated cAMP HTRF, 30 min; active compounds read low; Q9HBX9; actives 0.59% (n = 350,000);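 active means activity change of -60% or lower, but not beyond a set lower limit; inconclusive means change between -60% and -40%, or beyond the set limit; inactive means change above -40%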; further: on the % scale 0 is the no-effect control and ±100 the full control effect
# Pol iota inh: DNA polymerase iota (human) inhibition; Pol iota fluorescent replication assay, 10 min; Q9UNA4; actives 1% (n = 390,000); Potency, µM (highest dose often 115 µM), without a hit: top-dose activity, negative = inhibition, most hits filed as inhibitors; further: potency means the concentration at half of the fitted maximal effect
#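 Fluorescent replication assay read twice, at 0 min and 10 min after adding 50 nM (final) substrate. Enzyme (10 nM) and compounds were first incubated 15 min at room temperature; enzyme-free buffer wells were negative controls.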
# Anesthetic bind: binds horse apoferritin like a general anesthetic; Potency, µM (highest dose often 77.5 µM), inactives show at the top dose activity change, negative = displacement, hits mostly inhibitors; P02791; AID 485281; actives 0.074% (n = 350,000); apoferritin/1-aminoanthracene competitive binding, fluorescence; further: potency means the concentration at half of the fitted maximal effect; on the % scale 0 is the no-effect control and ±100 the full control effect; nearly all actives have a fitted effect of over 20% in size
# Target sequence (P02791 2-175 limits assumed): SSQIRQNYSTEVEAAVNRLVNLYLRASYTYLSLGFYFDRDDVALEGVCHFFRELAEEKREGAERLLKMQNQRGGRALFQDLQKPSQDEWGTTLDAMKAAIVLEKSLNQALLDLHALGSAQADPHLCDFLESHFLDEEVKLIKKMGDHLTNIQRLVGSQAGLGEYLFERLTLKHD
#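 Horse-spleen apoferritin (10 uM) was mixed with 50% saturated 1-aminoanthracene in PBS, exposed to compounds for 10 min at room temperature, and read for fluorescence (ex 380 nm, em 535 nm). Competitive displacement was fitted with a four-parameter Hill equation.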
# Pol kappa inh: inhibitors of human DNA polymerase kappa. Q9UBT6. purified Pol kappa, fluorescent DNA synthesis assay, 10 min. AID 588579. actives 0.53% (n = 400,000). Potency, µM (highest dose often 107 µM), inactives show at the top dose activity, negative = inhibition, hits mostly inhibitors; further: potency means the concentration at half of the fitted maximal effect; on the % scale 0 is the no-effect control and ±100 the full control effect
#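 Activity was followed as the change in fluorescence between reads at 0 and 10 min after starting the reaction with 50 nM substrate. Beforehand, 10 nM polymerase had been preincubated with compound for 15 min at room temperature.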
# Pol eta inh: inhibitors of human DNA polymerase eta; Q9Y253; recombinant Pol eta, fluorescent DNA replication assay; Potency, µM (highest dose often 114 µM), without a hit: top-dose activity change, negative = inhibition, hits mostly inhibitors; actives 1.2% (n = 390,000); further: potency means the concentration at half of the fitted maximal effect; on the % scale 0 is the no-effect control and ±100 the full control effect
#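 Pol eta at 10 nM preincubated with compounds 15 min at room temperature; reaction started with fluorescent substrate (50 nM final) and read kinetically at 0 and 10 min.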
# Pol beta inh: blocks human DNA polymerase beta activity; P06746; Pol beta primer extension/strand displacement, fluorescence kinetic; Potency, µM (titrated, usually from 114 µM), without a hit: at the highest dose activity change, negative = inhibition, actives largely listed as inhibitors; actives 1.3% (n = 340,000); AID 485314; further: potency means the concentration at half of the fitted maximal effect; on the % scale 0 is the no-effect control and ±100 the full control effect
#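 Human Pol beta at 10 nM; strand-displacement substrate 50 nM final. Compound exposure 15 min at room temperature before start, reaction 10 min at room temperature.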
# BLM helicase inh: blocks DNA unwinding by human BLM helicase | actives 0.2% (n = 350,000) | P54132 | recombinant BLM DNA unwinding, fluorescence dequenching | Potency, µM (titrated, usually from 56.1 µM), for the others: top-dose activity change, negative = inhibition, most hits filed as inhibitors;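 further: potency means the concentration at half of the fitted maximal effect; plate controls were vehicle for no effect and no enzyme for full effect; nearly all actives have a fitted effect of over 35% in size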
# APE1 inh: blocks human APE1 abasic DNA cleavage | recombinant APE1, TAMRA/BHQ-2 abasic DNA cleavage fluorescence | Potency, µM (top dose mostly 65.8 µM), without a hit: at the top dose activity change, negative = inhibition, actives largely listed as inhibitors | actives 0.35% (n = 350,000);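 further: potency means the concentration at half of the fitted maximal effect; plate controls were vehicle for no effect and reference inhibitor for full effect; nearly all actives have a fitted effect of over 55% in size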
# Target sequence (P27695 whole entry, looked up): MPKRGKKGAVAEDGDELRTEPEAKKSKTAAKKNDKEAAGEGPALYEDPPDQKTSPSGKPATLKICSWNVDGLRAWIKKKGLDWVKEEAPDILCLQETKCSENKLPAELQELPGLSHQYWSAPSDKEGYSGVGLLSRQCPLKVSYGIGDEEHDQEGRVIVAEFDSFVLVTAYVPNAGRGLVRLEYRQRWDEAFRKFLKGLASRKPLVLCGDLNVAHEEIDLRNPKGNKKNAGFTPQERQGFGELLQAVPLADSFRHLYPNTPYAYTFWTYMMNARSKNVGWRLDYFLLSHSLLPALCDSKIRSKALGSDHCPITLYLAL
#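 Enzyme (0.75 nM final) and test compound are incubated 15 min at room temperature before adding 50 nM quenched THF abasic-site duplex. Cleavage dequenches TAMRA, followed at 525/598 nm over three reads one minute apart.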
# Tb PGK inh: T. brucei PGK inhibition | P07378 | PGK/GAPDH coupled, Kinase-Glo luminescence, 60 min | Potency, µM (top dose mostly 57.5 µM), for the others: top-dose activity change, negative = inhibition, actives largely listed as inhibitors | actives 0.043% (n = 380,000) | AID 602233; further: potency means the concentration at half of the fitted maximal effect; on the % scale 0 is the no-effect control and ±100 the full control effect; nearly all actives have a fitted effect of over 60% in size
# Target sequence (P07378 whole entry, looked up): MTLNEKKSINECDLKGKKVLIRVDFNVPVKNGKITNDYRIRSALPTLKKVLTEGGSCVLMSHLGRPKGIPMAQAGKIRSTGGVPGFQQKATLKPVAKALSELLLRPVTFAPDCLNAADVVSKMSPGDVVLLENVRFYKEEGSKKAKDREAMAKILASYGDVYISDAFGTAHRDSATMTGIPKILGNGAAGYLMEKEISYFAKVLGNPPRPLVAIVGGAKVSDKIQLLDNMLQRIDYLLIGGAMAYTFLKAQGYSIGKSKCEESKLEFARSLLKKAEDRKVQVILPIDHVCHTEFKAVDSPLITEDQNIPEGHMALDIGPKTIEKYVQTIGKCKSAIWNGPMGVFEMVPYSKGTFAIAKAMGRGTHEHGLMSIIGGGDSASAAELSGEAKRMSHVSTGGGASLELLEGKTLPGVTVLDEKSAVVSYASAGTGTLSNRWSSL
#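 Luminescent ATP detection (Kinase-Glo Plus) follows a 60-minute room-temperature incubation, with wells lacking PGK as controls. Buffer: 100 mM TEA (pH 7.6), 5 mM MgCl2, 0.01% Tween-20. Coupling enzyme GAPDH (100 nM final) supplies unstable 1,3-BPG in-well.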
# * hit, by the source's call; i = inactive; ? = inconclusive; . = not tested or not shown; [ ] = remark or other dose. Unless noted, the call rests on the fitted dose curve; in most records, active means well fitted curve in the direction sought with a large enough effect; inconclusive means small, poorly fitted or top-dose-only effect, or another doubt; inactive means no such curve, though single readings can be large; an effect the other way counts as inactive or inconclusive. Not all compounds are listed; count on the stated rates, not on these rows.
RXFP1 antagonist	Pol iota inh	Anesthetic bind	Pol kappa inh	Pol eta inh	Pol beta inh	BLM helicase inh	APE1 inh	Tb PGK inh	Molecule
6	-3%	-2%	-22%	1%	2%	-2%	8%	0%	CCOCCCNC(=S)Nc1ccc2nc3n(c(=O)c2c1)CCCCC3
4	22%	-7%	-2%	-14%	0%	-4%	-3%	-7%	COc1ccc(NC(=S)NCCc2ccccc2)c(C)c1
-5	?	0%	-11%	-16%	32µM*	-9%	1%	-8%	CC(=O)C1=C(O)C(=O)N(CCc2c[nH]c3ccccc23)C1c1ccco1 (stereo not given)
-2	78%[activator]	-7%	-10%	-2%	19%	-2%	-2%	5%	COc1ccc(NC(=O)CCn2cccc2)c(OC)c1
.	-5%	.	-11%	-13%	.	.	-22%	-4%	CC(C)(C)OC(=O)C[C@@H]1C/C=C\C[C@@H](CC(=O)N(CCO)Cc2ccccc2)C(=O)N[C@@H](c2ccccc2)COC1=O
-8	20%	.	-4%	-12%	.	.	18%	8%	COc1ccc(S(=O)(=O)N2CCCCCC2)cc1C(=O)OCc1cccc(OC)c1OC
-4	28%	.	-9%	-12%	.	.	.	-10%	O=P(NC1CCCCC1)(c1ccccc1)c1ccccc1
-10	-13%	1%	-1%	-2%	10%	-2%	.	-5%	CCc1ccc(-c2nn(CC(=O)NC3CCCCC3)c3c2cnc2ccc(F)cc23)cc1
-6	11%	.	-14%	-8%	.	.	-21%	0%	O=C(COc1ccc(F)cc1Cl)NC1CCCCCC1
-2	-3%	-2%	-23%	5%	-5%[57.1 µM]	-26%	9%	-1%	COc1cccc(-c2nn(-c3ccccc3)cc2C(=O)OCC(=O)Nc2ncc(Cl)cc2Cl)c1
-7	-5%	2%	-8%	-24%	4%	-1%	.	-6%	Cc1cccc(N2CCN(Cc3nnc(-c4ccc5c(c4)OCO5)o3)CC2)c1C
-22	-3%	.	-4%	-19%	.	.	39%	-10%	NS(=O)(=O)c1ccc(CCNC(=O)COC(=O)C2CCN(c3ccc(C(F)(F)F)cn3)CC2)cc1
6	17%	.	0%	-1%	.	.	7%	-11%	O=S(=O)(c1ccc(NCCOc2ccccc2)nc1)N1CCCC1
-2	147%[activator]	-6%	-7%	-7%	33%	-2%	4%	i	COc1cc(CN2CCSCC2)c([N+](=O)[O-])cc1OC
2	10%	4%	14%	-7%	21%	-4%	0%	i	COCCCN1C(=O)c2ccc(C(=O)Nc3ccccc3Cl)cc2C1=O
6	49%[activator]	-3%	-11%	-12%	4%	-9%	1%	-5%	CCOc1ccc(NC(=S)NC(C)CCc2ccccc2)cc1 (stereo not given)
11	31%[activator]	-1%	-7%	-15%	14%	3%	1%	i	CC(C)(C)N(NC(=O)Nc1ccc(F)cc1)C(=O)c1ccccc1
-17	48%[activator]	-4%	-4%	-21%	?	-5%	14%	2%	O=C(c1ccc(Cl)cc1)N1N=C(c2ccccn2)CC1(O)C(F)(F)F (stereo not given)
-10	74%[activator]	-18%	-10%	-5%	4%	0%	7%	-2%	CCN(CC)C(=O)Oc1ccnc2cc(Cl)ccc12
0	19%	-7%	-2%	-7%	14%	-13%	16%	-4%	O=C(NC(Cc1c[nH]c2ccccc12)C(=O)N/N=C/c1cccnc1)c1cccs1 (stereo not given)

# Continued, overlapping the part above by 4 compounds.
RXFP1 antagonist	Pol iota inh	Anesthetic bind	Pol kappa inh	Pol eta inh	Pol beta inh	BLM helicase inh	APE1 inh	Tb PGK inh	Molecule
11	31%[activator]	-1%	-7%	-15%	14%	3%	1%	i	CC(C)(C)N(NC(=O)Nc1ccc(F)cc1)C(=O)c1ccccc1
-17	48%[activator]	-4%	-4%	-21%	?	-5%	14%	2%	O=C(c1ccc(Cl)cc1)N1N=C(c2ccccn2)CC1(O)C(F)(F)F (stereo not given)
-10	74%[activator]	-18%	-10%	-5%	4%	0%	7%	-2%	CCN(CC)C(=O)Oc1ccnc2cc(Cl)ccc12
0	19%	-7%	-2%	-7%	14%	-13%	16%	-4%	O=C(NC(Cc1c[nH]c2ccccc12)C(=O)N/N=C/c1cccnc1)c1cccs1 (stereo not given)
10	11%	?	-13%	10%	24%	-5%	-4%	2%	O=S(=O)(Nc1ccc2c(c1)OCO2)c1cccs1
-2	1%	?	-9%	-18%	13%	0%	2%	3%	O=S(=O)(NCCCc1ccccc1)c1ccccc1
6	-22%	-12%	0%	2%	8%	-2%	?	-4%	COc1cc([N+](=O)[O-])ccc1NC(=O)/C=C\C(=O)O
.	-3%	3%	-17%[60.1 µM]	-16%	-12%	2%	.	-2%	Cc1ccc(C(=O)Nc2ccc(Br)cc2)cc1S(=O)(=O)N1CCOCC1
-4	2%	-5%	-9%	-8%	3%	-3%	3%	-2%	O=[N+]([O-])c1cccc(/C=N/Nc2ccccn2)c1
3	12%	4%	-15%	-7%	-12%	-1%	7%	-5%	COC(=O)CCC(=O)c1oc2ccc(Br)cc2c1N
-6	26%	?	-5%	6%	-17%[57.1 µM]	-5%	2%	-3%	COc1ccc(C(NC(=O)c2ccc(F)cc2)c2ccccc2)cc1 (stereo not given)
-4	38%[activator]	-1%	7%	-9%	4%	-5%	-9%	i	COc1ccc(CNC(=O)COc2cccnc2[N+](=O)[O-])cc1
.	13%	-9%	-7%[60.1 µM]	-17%	34%	-6%	.	4%	Cc1ccc(C)c(N2CCN(C(=O)CN3CCSc4ccccc43)CC2)c1
10	-25%	-16%	-10%	-5%	1%	-9%	.	i	CCCCOC(=O)c1cccc(NC(=O)/C=C/c2ccccc2Cl)c1
2	16%	.	-2%	5%	.	.	12%	-3%	COc1ccc(C(CNC(=O)c2cccc(NS(=O)(=O)c3ccc(Br)cc3)c2)N(C)C)cc1 (stereo not given)
-2	18%	-3%	-6%	1%	51%	6%	1%	0%	Cc1cc(C)c[n+](CC(=O)c2ccc(C)c([N+](=O)[O-])c2)c1
-4	?	4%	-17%	-1%	7%	-1%	-1%	3%	CC1CCN(C(=O)Cn2ncc3c4ccccc4n(C)c3c2=O)CC1
-15	17%	-5%	-6%[60.1 µM]	-20%	26%	-3%	.	1%	CC(NC(=O)c1sc2ncccc2c1-n1cccc1)c1ccccc1 (stereo not given)
3	37%[activator]	-12%	-6%	-2%	-26%	-2%	-5%	-2%	Cc1cc[n+](-c2ccccc2)c2ccccc12
.	-9%	.	2%	-15%	.	.	10%	-7%	C[C@H](CO)N1C[C@H](C)[C@@H](CN(C)S(=O)(=O)c2cccs2)Oc2ccc(NC(=O)c3ccncc3)cc2C1=O
-17	0%	-15%	-2%	0%	0%	-4%	0%	-7%	Cc1ccccc1OCCN1CCC(Cc2ccccc2)CC1
-1	-9%	-7%	-13%	-14%	10%	-4%	-1%	0%	Cc1c(N=Cc2ccco2)c(=O)n(-c2ccccc2)n1C
-1	13%	?	-3%	9%	-20%	-1%	-5%	-5%	Cc1cc(C(=O)CC#N)c(C)n1-c1ccc(OC(F)F)cc1
.	1%	-1%	-25%	-8%	-28%	-2%	2%	7%	O=C(C1=C[C@H](C2CC2)C[C@H](OCCCCO)O1)N1CCOCC1

# Record cards, as listed above. Values in the order: RXFP1 antagonist | Pol iota inh | Anesthetic bind | Pol kappa inh | Pol eta inh | Pol beta inh | BLM helicase inh | APE1 inh | Tb PGK inh
# `CC1CCN(C(=O)Cn2ncc3c4ccccc4n(C)c3c2=O)CC1` is listed as -4 | ? | 4% | -17% | -1% | 7% | -1% | -1% | 3%
# `O=C(C1=C[C@H](C2CC2)C[C@H](OCCCCO)O1)N1CCOCC1` is listed as . | 1% | -1% | -25% | -8% | -28% | -2% | 2% | 7%
# `C[C@H](CO)N1C[C@H](C)[C@@H](CN(C)S(=O)(=O)c2cccs2)Oc2ccc(NC(=O)c3ccncc3)cc2C1=O` is listed as . | -9% | . | 2% | -15% | . | . | 10% | -7%

# More results.
RXFP1 antagonist	Pol iota inh	Anesthetic bind	Pol kappa inh	Pol eta inh	Pol beta inh	BLM helicase inh	APE1 inh	Tb PGK inh	Molecule
-11	-7%	.	-18%	-23%	.	.	24%	-5%	Cc1ccsc1C(=O)OCC(=O)N1CC(C)CC(C)C1 (stereo not given)
.	22%	-6%	-8%	-9%	17%	-1%	16%	-4%	COc1cccc(NS(=O)(=O)c2nc3nc(C)cc(C)n3n2)c1
-2	12%	-2%	-7%	-23%	24%	-2%	-4%	-1%	Cc1cc(C(=O)COC(=O)Cc2n[nH]c(=O)c3ccccc23)c(C)n1-c1ccc2c(c1)OCO2
6	13%	6%	7%	-6%	-11%	-3%	-4%	-9%	CCCN=C(C)C1=C(O)c2ccccc2C1=O
-18	31%[activator]	.	-7%	-19%	.	.	16%	-2%	COC(=O)C1CCN(C(=O)c2ccc(OC)c(S(=O)(=O)N3CCCc4ccccc43)c2)CC1
.	3%	2%	1%	-15%	0%	-8%	7%	-8%	CC1(c2nnc(Cc3ccccc3)o2)CC(c2cccc(Cl)c2)=NO1 (stereo not given)

# Only RXFP1 antagonist, Anesthetic bind and Pol beta inh, for six of the compounds above:
Structure,RXFP1 antagonist,Anesthetic bind,Pol beta inh
Cc1ccsc1C(=O)OCC(=O)N1CC(C)CC(C)C1 (stereo not given),-11,.,.
COc1cccc(NS(=O)(=O)c2nc3nc(C)cc(C)n3n2)c1,.,-6%,17%
Cc1cc(C(=O)COC(=O)Cc2n[nH]c(=O)c3ccccc23)c(C)n1-c1ccc2c(c1)OCO2,-2,-2%,24%
CCCN=C(C)C1=C(O)c2ccccc2C1=O,6,6%,-11%
COC(=O)C1CCN(C(=O)c2ccc(OC)c(S(=O)(=O)N3CCCc4ccccc43)c2)CC1,-18,.,.
CC1(c2nnc(Cc3ccccc3)o2)CC(c2cccc(Cl)c2)=NO1 (stereo not given),.,2%,0%

# Bioassay records as filed in PubChem BioAssay.
